# From PubChem BioAssay
# Nrf2 inh: inhibitors of Nrf2 signaling; 360,000 tested, 2.1% active; A549 ARE-Fluc reporter, luciferase luminescence, 18-24 h; AID 504444; Potency, µM (highest dose often 46 µM), without a hit: at the highest dose activity change, negative = inhibition, hits mostly inhibitors; note: potency is the fitted concentration of half-maximal effect; % is set by controls: 0 for no effect and ±100 for the full control effect; nearly all actives have a fitted effect of over 60% in size
#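 Reporter: ARE-Fluc in A549. Exposure: 18-24 h, 37 °C, 5% CO2, 5% FBS OPTI-MEM. Readouts: fluorescent cytotoxicity (CellTiter-Fluor), then luminescent Nrf2 signal after BugLite.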
# TGFb inhibitor: TGF-b pathway inhibition | HepG2 CAGA-GFP TGF-b/SMAD3 reporter, GFP fluorescence, 18 h; TGF-beta stimulated, 500 pg/mL final | Potency, µM (titrated, usually from 46.1 µM), without a hit: top-dose activity, negative = inhibition, most hits filed as inhibitors | 410,000 tested, 1.2% active; note: potency is the fitted concentration of half-maximal effect; % is set by controls: 0 for no effect and ±100 for the full control effect; nearly all actives have a fitted effect of over 65% in size
#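 Cell-based qHTS in HEPG2 carrying a CAGA-GFP Smad reporter; compounds added before 500 pg/mL final TGF-beta, 18 h incubation at 37 degrees C, GFP fluorescence quantified per cell by imaging cytometry.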
# CCT modulator: changes cytosolic chaperonin activity; purified chaperonin ATPase assay, HTRF ADP detection, 30 min; AID 651819; activity change, % (no concentration beside the values), hits read low; 360,000 tested, 0.3% active; in the data active = activity change below about -30%; note: % is set by controls: 0 for no effect and ±100 for the full control effect
#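 We incubate TRiC, 40 or 20 nM final, with library compounds at 76 uM and 10 uM ATP for 30 min at 37 °C. ADP formed is detected with Transcreener HTRF reagents after 30 min at room temperature.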
# Akt phos inh: inhibitors of Akt phosphorylation; activity change, % for hits at 50 µM; AID 651550; 360,000 tested, 0.32% active; Neuro2A IGF-stimulated pAkt S473 HTRF, 20 min; stronger effect = lower value; in the data active = activity change below about -80%; inconclusive = mostly about -51% to -80%; note: % is set by controls: 0 for no effect and ±100 for the full control effect
#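 Neuro2A cells (4,500/well, DMEM with 0.5% FBS) were treated with compound at a single 50 µM final concentration, stimulated with 6 nM IGF for 20 min at 37 °C, and lysed. Phospho-Akt Ser473 was read by HTRF as 665/615 ratio ×10^4.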
# Nrf2 activator: Nrf2 pathway activation; Potency, µM (titrated, usually from 46.1 µM), without a hit: top-dose activation, hits mostly activators; AREc32 ARE-luciferase reporter (MCF7-derived line), luminescence, 24 h; AID 624171; 410,000 tested, 0.31% active; note: potency is the fitted concentration of half-maximal effect; % of control where 0% means no effect; nearly all actives have a fitted effect of over 65% in size
#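 For detection, Steady-Glo was added and plates sat 30 min at RT; before that, AREc32_Fluc cells grown overnight in OPTI-MEM/5% FBS had been treated with 23 nL compound for 24 hr at 37 deg C.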
# ATXN viability: viability counter-screen for ATXN expression inhibitors | S2 cells (HEK-293 line with an ATXN2-luciferase reporter) viability, CellTiter-Fluor protease fluorescence, 24 h | AID 651635 | Potency, µM (titrated, usually from 56.7 µM), hits mostly cytotoxic | 400,000 tested, 0.49% active; note: potency is the fitted concentration of half-maximal effect; nearly all actives have a fitted effect of over 40% in size
# HepG2 tox: kills HepG2 cells in TGF-b inhibitor counter-screen | HepG2 CAGA-GFP viability, ATP luminescence, 18 h | 410,000 tested, 0.76% active | Potency, µM (highest dose often 46.1 µM), for the others: at the highest dose activity change, negative = cytotoxicity, most hits filed as cytotoxic; note: potency is the fitted concentration of half-maximal effect; some results filed as inactive show a strong effect at the top dose
#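 HepG2 CAGA-GFP cells (1000/well, DMEM with 1% FBS) received compound, then TGF-beta at 500 pg/mL final, and were incubated 18 hours at 37 degrees C. Viability was read by CellTiter-Glo luminescence. Media-only wells were set as complete cell-killing and DMSO as no toxicity.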
# A549 tox: A549 cytotoxicity, counter-screen for Nrf2 inhibitors; A549 ARE-Fluc cells, CellTiter-Fluor viability, 18-24 h; Potency, µM (series often up to 46 µM), for the others: top-dose activity change, negative = cytotoxicity, usual class: inhibitors; 390,000 tested, 0.16% active; note: potency is the fitted concentration of half-maximal effect; % is set by controls: 0 for no effect and ±100 for the full control effect
#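 A549 ARE-Fluc cells in 5% FBS OPTI-MEM, 5000 cells/well, rested 2 h then exposed to compounds in concentration-response for 18-24 h at 37 °C. Viability by CellTiter-Fluor fluorescence (Ex 405/Em 525) after 30 min; luciferase luminescence (BugLite, 15 min, RT) read afterwards.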
# Mm-Cpn inhibitor: M. maripaludis TRiC chaperonin inhibition | purified Mm-Cpn ATPase, ADP Transcreener TR-FRET | 330,000 tested, 0.031% active | Potency, µM (series often up to 76.9 µM), for inactives: top-dose activity, negative = inhibition, most hits filed as inhibitors; note: potency is the fitted concentration of half-maximal effect; % is set by controls: 0 for no effect and ±100 for the full control effect; nearly all actives have a fitted effect of over 80% in size
#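 Quantitative HTS used 25 nM Mm-CPN and 10 uM ATP in magnesium/KCl Tris buffer, pH 7.4, with 1 mM DTT. Hydrolysis ran 30 min at 37°C; ADP was read by HTRF.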
# Numbers without * were called inactive; i = inactive; ? = inconclusive; nt = not tested or not shown. Unless noted, calls come from the whole dose curve; as a rule, active = well fitted curve in the direction sought with a large enough effect; inconclusive = small, poorly fitted or top-dose-only effect, or another doubt; inactive = no such curve, though single readings can be large; an effect the other way counts as inactive or inconclusive.
1	Cc1ccc(S(=O)(=O)Nc2c(C)nc3nc[nH]n3c2=O)c(C)c1
2	Cc1ccc(CN2CCN(CC(=O)NC(C)CCc3ccccc3)C2=O)cc1 (configuration not stated)
3	O=C(CSCc1n[nH]c(=O)[nH]1)NCCOc1cccc(Oc2ccccc2)c1
4	Cc1nn(CC(=O)N2CCC(C(N)=O)CC2)c(=O)c2nn(-c3ccccc3)c(C)c12
5	COC(=O)c1ccc(CSc2cc(C)c3cccc(C)c3n2)o1
6	O=C(COC(=O)CN1C(=O)C2CCCCC2C1=O)Nc1c(Cl)cccc1Cl (configuration not stated)
7	CC(Oc1ccc(C(=O)NC2CCCCC2)cc1)C(=O)O (configuration not stated)
8	CC1CC(NNC(=O)c2ccccc2)=Nc2ccccc2N1C (configuration not stated)
9	COc1cccc(OC)c1Cn1nnc2c(=O)[nH]c(C3CCN(C(=O)c4ccccc4)CC3)nc21
10	CN(C(=O)c1cccc(Cl)c1)C1CCCN(Cc2ccccc2F)C1 (configuration not stated)

Screen / compound no.	1	2	3	4	5	6	7	8	9	10
Nrf2 inh	-3%	-15%	-10%	2%	-22%	14%	nt	-1%	3%	2%
TGFb inhibitor	-7%	-22%	-1%	5%	-31%	0%	18%	-7%	15%	-10%
CCT modulator	0.4	0.3	-4.3	0.6	-1.0	-0.4	-2.8	-0.4	nt	-1.0
Akt phos inh	i	i	i	i	i	i	i	i	nt	i
Nrf2 activator	0.0%	-0.7%	-0.5%	-0.2%	-0.2%	-0.4%	-0.4%	1.8%	0.3%	0.4%
ATXN viability	i	i	i	i	nt	i	i	i	i	?
HepG2 tox	1%	2%	-31%	0%	21%	2%	6%	11%	-17%	-3%
A549 tox	3%	1%	-4%	2%	-5%	-2%	4%	-9%	8%	-5%
Mm-Cpn inhibitor	-1%	3%	-1%	0%	2%	1%	-1%	-1%	nt	-1%

# Full records, looked up by structure. Order of screens: Nrf2 inh, TGFb inhibitor, CCT modulator, Akt phos inh, Nrf2 activator, ATXN viability, HepG2 tox, A549 tox, Mm-Cpn inhibitor
# Cc1ccc(S(=O)(=O)Nc2c(C)nc3nc[nH]n3c2=O)c(C)c1 across the screens: -3%, -7%, 0.4, i, 0.0%, i, 1%, 3%, -1%
# O=C(COC(=O)CN1C(=O)C2CCCCC2C1=O)Nc1c(Cl)cccc1Cl (configuration not stated) across the screens: 14%, 0%, -0.4, i, -0.4%, i, 2%, -2%, 1%

# Part of the list above, showing only HepG2 tox.
No.	canonical_smiles	HepG2 tox
3	O=C(CSCc1n[nH]c(=O)[nH]1)NCCOc1cccc(Oc2ccccc2)c1	-31%
4	Cc1nn(CC(=O)N2CCC(C(N)=O)CC2)c(=O)c2nn(-c3ccccc3)c(C)c12	0%

# The listing continues:
11	O=C1c2ccccc2C(O)N1Cc1ccccc1Cl (configuration not stated)
12	CC(=O)NC(CC(=O)OC(C)C(=O)Nc1ccc(Cl)cn1)c1ccccc1 (configuration not stated)
13	Cc1cnc(=O)[nH]c1SCc1cccc([N+](=O)[O-])c1
14	O=C(/C=C/c1ccc([N+](=O)[O-])cc1)NCc1cccs1
15	Cc1ccc(Cn2c(Sc3ncccn3)nc3c2c(=O)[nH]c(=O)n3C)cc1
16	CS(=O)(=O)N1CCCC(c2nc(-c3ccc(S(=O)(=O)NCc4ccccc4)cc3)no2)C1 (configuration not stated)
17	Cc1ccc(S(=O)(=O)Cn2nnnc2C(CC(C)C)N2CCN(C)CC2)cc1 (configuration not stated)
18	O=C(O)c1ccc2c(c1)C(=O)N(c1ccc(Nc3ccccc3)cc1)C2=O
19	CC(C)Cc1nnc(NC(=O)CC(=O)Nc2ccccc2C(=O)O)s1
20	Cn1c(N)c(C(=O)COC(=O)c2ccc(C(F)(F)F)cc2)c(=O)n(C)c1=O

Screen / compound no.	11	12	13	14	15	16	17	18	19	20
Nrf2 inh	-3%	19%	6%	1%	?	nt	11%	-2%	8%	-10%
TGFb inhibitor	2%	-15%	-6%	0%	-5%	-8%	0%	-15%	-1%	8%
CCT modulator	1.3	-2.9	-2.0	-4.0	1.3	-0.2	-1.2	0.8	0.5	-3.9
Akt phos inh	i	i	i	i	i	nt	i	i	i	i
Nrf2 activator	-0.5%	-0.1%	-0.4%	3.8%	2.7%	-0.1%	2.8%	2.3%	-0.2%	0.3%
ATXN viability	i	i	i	i	i	i	i	i	i	i
HepG2 tox	-13%	-26%	-3%	-16%	-60%	-16%	-11%	-2%	-7%	0%
A549 tox	0%	-10%	2%	7%	0%	?	-9%	3%	13%	0%
Mm-Cpn inhibitor	0%	-1%	0%	2%	1%	-1%	-1%	1%	-1%	0%

21	CCOC(=O)c1cc(-c2ccccc2)sc1NC(=O)CSc1nnnn1C
22	Cc1noc(C)c1S(=O)(=O)N(CC(=O)NC1CCC(C)CC1)c1ccc(C(C)C)cc1 (configuration not stated)
23	CCC(=O)NN1CCc2cc3ccc(C)cc3nc21
24	COc1ccc(C(=O)NCCC(=O)NCc2cc(=O)n(C)c(=O)n2C)cc1
25	CC1(c2ccccc2)NC(=O)N(CC(=O)Nc2ccccc2N2CCCCC2)C1=O (configuration not stated)
26	O=C(NC(Cc1ccccc1)C(=O)O)/C(=C\c1ccco1)NC(=O)c1ccccc1Br (configuration not stated)
27	CCOc1ccc(OCC)c(NC(=O)CC2Oc3ccc(C)cc3NC2=O)c1 (configuration not stated)
28	CCN(CC(=O)Nc1ccc(OC)cc1)C(=O)CSCc1ccc(C)cc1
29	OC(CNC1CCCC1)COc1c(F)cc(Br)cc1F (configuration not stated)
30	O=C(Cc1c[nH]c2ccccc12)N1CCN(S(=O)(=O)c2cccc(Cl)c2Cl)CC1

Screen / compound no.	21	22	23	24	25	26	27	28	29	30
Nrf2 inh	?	9%	?	7%	-21%	-3%	-7%	1%	18%	-10%
TGFb inhibitor	3%	1%	14%	0%	?	-12%	?	-11%	21%	?
CCT modulator	0.8	-1.3	-0.3	-0.7	0.6	-1.7	-6.4	1.3	-3.3	1.6
Akt phos inh	i	i	i	i	i	i	i	i	i	i
Nrf2 activator	-0.4%	0.8%	6.5%	-0.7%	-0.6%	0.2%	0.1%	-0.4%	0.1%	0.5%
ATXN viability	i	i	i	i	i	i	i	i	i	i
HepG2 tox	-1%	3%	-12%	0%	7%	5%	-50%	-43%	-21%	-19%
A549 tox	-15%	-7%	0%	-2%	-5%	2%	-1%	-11%	1%	0%
Mm-Cpn inhibitor	1%	-1%	-4%	2%	-2%	-1%	-4%	-3%	2%	3%

31	c1coc(C2Nc3ccccc3-c3nc4ccccc4n32)c1 (configuration not stated)
32	CN(CC(=O)NCCCN1CCOCC1)S(=O)(=O)c1ccc(F)cc1
33	O=[N+]([O-])c1cc(S(=O)(=O)c2ccc(N3CCCCC3)c([N+](=O)[O-])c2)ccc1N1CCCCC1
34	COc1ccc(C2CC(=O)c3cc(-c4nc(-c5cccc([N+](=O)[O-])c5)cs4)c(=O)n(-c4ccccc4)c3C2)cc1 (configuration not stated)
35	CCCC(=O)N1CCN(c2ccc(NC(=O)C(C)(C)C)cc2)CC1
36	Cc1cnc(NC(=O)CC2OC(=O)c3ccccc32)s1 (configuration not stated)
37	Cc1ccc(S(=O)(=O)/N=C(\N)Nc2nc(C)c3cc(C)ccc3n2)cc1
38	CCOc1cc(/C=C2/N=C(c3ccc(C(C)(C)C)cc3)OC2=O)cc(Cl)c1OS(C)(=O)=O
39	O=C(O)c1ccc2c(c1)C(=O)N(NC(=O)c1ccccc1)C2=O
40	Cc1cc(N2CCCCC2)nc2ccc(NC(=O)CCC(=O)NCCC(C)C)cc12

Screen / compound no.	31	32	33	34	35	36	37	38	39	40
Nrf2 inh	-18%	-6%	?	6%	13%	-16%	8%	21%	20%	?
TGFb inhibitor	?	5%	-4%	14%	29%	4%	7%	6%	25%	?
CCT modulator	-2.6	0.2	1.5	nt	-1.1	-1.6	-1.0	-1.2	2.4	-2.6
Akt phos inh	nt	i	i	nt	nt	i	i	i	i	i
Nrf2 activator	8.3%	0.2%	0.1%	4.6%	-1.0%	2.9%	5.3%	-0.3%	2.8%	2.9%
ATXN viability	i	i	i	i	i	i	i	i	i	i
HepG2 tox	-34%	2%	-24%	3%	2%	-9%	-4%	11%	-24%	-22%
A549 tox	?	3%	-5%	-1%	-1%	2%	-4%	11%	2%	0%
Mm-Cpn inhibitor	-3%	0%	1%	nt	2%	2%	-4%	-1%	1%	1%

41	CC1=C(C(=O)Nc2ccccc2C(F)(F)F)C(c2ccc(C)s2)NC(=S)N1 (configuration not stated)
42	COc1ccc(C(=O)CSc2nc(C)cc(C)n2)cc1[N+](=O)[O-]
43	Cc1cc(-c2nc3cc(F)ccc3s2)ccc1N
44	O=C(Nc1ccc(S(=O)(=O)Nc2ncccn2)cc1)c1cncc(Br)c1
45	COc1ccc2oc(=O)c(-c3cn4ccc(C)cc4n3)cc2c1
46	CC(=O)C1CCC2C3CC=C4CC(SC(=N)N)CCC4(C)C3CCC12C (configuration not stated)
47	COC(=O)c1c(NC(=O)CC2SC(N)=NC2=O)sc2c1CCC(C(C)(C)C)C2 (configuration not stated)

Screen / compound no.	41	42	43	44	45	46	47
Nrf2 inh	0%	-26%	?	13%	2%	13%	-13%
TGFb inhibitor	0%	0%	?	-1%	6%	?	?
CCT modulator	-27	1.0	-2.6	-0.1	-1.3	-2.1	-2.0
Akt phos inh	i	i	i	i	i	i	i
Nrf2 activator	0.0%	0.7%	3.1%	0.0%	2.7%	-1.6%	-1.2%
ATXN viability	i	i	i	i	nt	nt	i
HepG2 tox	1%	21%	-18%	-9%	7%	-78%	-82%
A549 tox	1%	-3%	-3%	16%	-6%	-9%	-1%
Mm-Cpn inhibitor	-3%	-1%	nt	2%	-3%	nt	-1%
